# Screening data deposited in PubChem BioAssay by NMMLSC.
# HRas wt GTP bind = modulators of GTP binding to human HRas wildtype; P01112; GST-Ras wt beads, Bodipy-FL-GTP binding, flow cytometry; actives lie on both sides; GTP binding activity, % at 10 µM; 190,000 tested, 0.14% active;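 active means GTP binding activity at least 20% away from the 100% baseline, either lowered as inhibitor or raised as activator; inconclusive means flagged as likely green fluorescent, judged across all proteins in the well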;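 further: 0% = unlabeled GTP competition control and 100% = no-compound control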
# Target sequence (P01112 whole entry, looked up): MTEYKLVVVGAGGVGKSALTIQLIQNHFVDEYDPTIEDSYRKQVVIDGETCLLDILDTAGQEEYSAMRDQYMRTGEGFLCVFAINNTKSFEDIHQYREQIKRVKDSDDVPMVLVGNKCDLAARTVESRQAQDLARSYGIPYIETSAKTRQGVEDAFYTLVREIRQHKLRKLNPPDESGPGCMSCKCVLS
# Rac1 mut GTP = modulators of GTP binding to human Rac1 activated mutant; P63000; GST-Rac1 activated beads, fluorescent GTP binding, flow cytometry; actives lie on both sides; 100% means binding = to untreated wells; percent activity (GTP binding), % at 10 µM; 190,000 tested, 0.11% active;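 active means GTP binding at least 20 percentage points away from the 100% baseline, in either direction, so actives lie on both sides; inconclusive means Compound likely fluorescent itself, or too few beads counted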
# Bfl-1 Bim block = inhibitors of Bim-Bfl-1 interaction, human; inhibition, % at 10 µM; Bead-based flow cytometry, Bim-Bfl-1 binding inhibition; 190,000 tested, 0.12% active; Q16548;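 further: 0% = wells without compound plus tracer and 100% = blocker peptide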
# Rac1 wt modul = human Rac1 wildtype GTP binding, inhibitors and activators. P63000. GST-Rac1 beads, fluorescent GTP binding, flow cytometry; actives lie on both sides; 0 = cold GTP competed, 100 = untreated. GTP binding activity (% of control), % at 10 µM. 190,000 tested, 0.27% active. AID 757;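 active means GTP binding activity at least 20 points away from the 100% control level, either lower or higher; inconclusive means compound flagged as likely green fluorescent, judged across all proteins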
# Rab7 wt GTP bind = alters GTP binding to wildtype dog Rab7; GST-Rab7 beads, fluorescent GTP binding, flow cytometry; actives lie on both sides; untreated = 100%, excess cold GTP = 0%; GTP binding activity (percent of control), % at 10 µM; 190,000 tested, 0.055% active; AID 758;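 active means fluorescent GTP binding to Rab7 beads changed by at least 20 points from the 100% baseline, either direction, mostly lower; inconclusive means compound itself probably fluorescent, or too few beads counted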;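 further: median green fluorescence of bound Bodipy-FL-GTP per Rab7 bead population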
# Bcl-B Bim block = inhibitors of Bim-Bcl-B interaction, human; Q9HD36; bead-based flow cytometry, Bim peptide-Bcl-B binding; inhibition, % at 10 µM; 190,000 tested, 0.073% active; AID 951;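 further: 0% = tracer peptide without compound and 100% = reference inhibitor peptide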
# Bcl-XL Bim block = inhibitors of Bim-Bcl-XL interaction, human. inhibition, % at 10 µM. Q07817. 190,000 tested, 0.04% active. Bim peptide-Bcl-XL binding, bead flow cytometry, fluorescence
# Target sequence (Q07817 whole entry, looked up): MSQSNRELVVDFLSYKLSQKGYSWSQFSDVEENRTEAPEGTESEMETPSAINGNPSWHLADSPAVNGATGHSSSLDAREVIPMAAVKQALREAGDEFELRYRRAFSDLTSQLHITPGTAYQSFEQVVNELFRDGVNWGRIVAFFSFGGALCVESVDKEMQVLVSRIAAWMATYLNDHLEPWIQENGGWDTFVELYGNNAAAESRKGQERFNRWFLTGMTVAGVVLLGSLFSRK
# Bim-Bcl-W = human Bim-Bcl-W interaction inhibition | Q92843 | bead-based flow cytometry, Bim peptide-Bcl-W binding | inhibition, % at 10 µM | 190,000 tested, 0.02% active | AID 952;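 further: 0% = bound tracer without compound and 100% = peptide blocker; higher means less fluorescent Bim peptide bound to Bcl-W beads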
# Target sequence (Q92843 whole entry, looked up): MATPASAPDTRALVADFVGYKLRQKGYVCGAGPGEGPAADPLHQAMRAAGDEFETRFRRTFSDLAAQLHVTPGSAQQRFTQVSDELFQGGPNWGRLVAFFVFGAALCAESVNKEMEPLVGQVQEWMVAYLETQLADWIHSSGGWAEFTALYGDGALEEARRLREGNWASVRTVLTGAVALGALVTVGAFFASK
# Bim-Bcl-2 = inhibitors of Bim-Bcl-2 interaction, human. AID 950. 190,000 tested, 0.06% active. P10415. Bead-based flow cytometry, Bim peptide-Bcl-2 binding. inhibition, % at 10 µM; in the data active means inhibition above about 40%; inconclusive means no clear call, values can overlap the other calls;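 further: 0% = no compound wells with probe peptide and 100% = reference peptide inhibitor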
# Cdc42 wt = modulators (inhibitors or activators) of GTP binding to human Cdc42 wildtype | P60953 | GST-Cdc42 beads, Bodipy-GTP binding, flow cytometry; actives lie on both sides | percent activity (GTP binding), % at 10 µM | 190,000 tested, 0.2% active | AID 761;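 active means percent activity GTP binding at least 20 points away from the 100% baseline, either down as inhibitor or up as activator; inconclusive means compound flagged as likely green fluorescent from well-wide comparison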;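 further: median bead fluorescence of bound Bodipy-FL-GTP at 100 nM; 0% = excess unlabeled GTP control and 100% = no compound control; below 100% means less GTP binding so inhibitor and above means activator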
# Target sequence (P60953 whole entry, looked up): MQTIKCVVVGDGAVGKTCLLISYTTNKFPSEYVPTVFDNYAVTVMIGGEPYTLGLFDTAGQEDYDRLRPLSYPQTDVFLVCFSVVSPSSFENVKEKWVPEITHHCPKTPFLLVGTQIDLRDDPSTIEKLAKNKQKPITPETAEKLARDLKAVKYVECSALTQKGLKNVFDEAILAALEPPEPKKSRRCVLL
# Rab2A wt mod = changes GTP binding to wildtype dog Rab2A, up or down; P61105; GST-Rab2 wt beads, Bodipy-GTP binding, flow cytometry; GTP binding activity, % at 10 µM; 190,000 tested, 0.19% active; AID 760;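 active means GTP binding activity at least 20 points away from 100%, either lowered or raised; inconclusive means signal likely due to the compound's own green fluorescence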;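 further: 0% = beads with excess unlabeled GTP and 100% = no-compound control corrected for plate trend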
# Active calls of the source: *; ? = inconclusive. Unless noted, no stated cut-off is given here; in the data, active means inhibition above about 40%.
HRas wt GTP bind	Rac1 mut GTP	Bfl-1 Bim block	Rac1 wt modul	Rab7 wt GTP bind	Bcl-B Bim block	Bcl-XL Bim block	Bim-Bcl-W	Bim-Bcl-2	Cdc42 wt	Rab2A wt mod	Compound
95	95	-6	99	103	-6	-2	-3	-5	95	96	CCNC(=S)Nc1cccc(F)c1C
102	99	-3	104	98	-4	-4	0	-5	104	101	COc1cccc(/C=N/NC(=O)c2ccc(=O)n(C)c2)c1OC
95	95	-2	98	100	0	1	-2	-2	97	96	Cc1nc2sc3c(c2c(=O)n1N)CCC3
100	98	2	101	100	0	-4	-8	0	101	98	O=[N+]([O-])c1cccc(/C=N/N2CCN(c3ccccn3)CC2)c1
99	96	-2	98	104	-3	-1	0	-4	94	98	NS(=O)(=O)c1ccc(N=Nc2c(O)ccc3ccccc23)cc1
102	96	0	100	104	0	-1	0	1	101	105	CCOC(=O)c1csc(NC(=O)CSc2nnnn2CC)n1
97	98	-2	98	91	-1	0	0	-2	98	96	COc1cccc(/C=C(/C(=O)OCC(N)=O)c2ccccc2)c1
101	99	-12	104	106	-8	-1	1	-10	105	101	Cc1ccccc1NC(=O)CSC1=C(C#N)C(c2ccsc2)CC(=O)N1 (stereo not given)
101	101	-10	104	99	-5	-6	-2	-10	103	102	O=C(c1ccccc1)N1CCc2ccccc21
102	98	-7	109	102	-7	-8	5	-5	103	99	CN1CCN(c2nc3c(c(=O)n(C)c(=O)n3C)n2CC(=O)C23CC4CC(CC(C4)C2)C3)CC1
102	101	-7	105	104	-11	-5	2	-8	102	103	Nn1c(COc2ccccc2)nnc1SCc1cc(=O)[nH]c2ccccc12
102	102	-3	106	103	-12	-5	-5	-3	103	101	O=C(NCCCn1ccnc1)/C(=C\c1cccnc1)NC(=O)c1cccc(Br)c1
101	99	0	103	100	1	1	0	-3	103	100	COc1ccc(C(C)=O)cc1COc1ccc(-n2cnnn2)cc1
100	97	-15	99	102	-7	-8	0	-5	100	98	FC(F)(F)c1ccc(Oc2ccc3c(C(F)(F)F)cc(C(F)(F)F)nc3n2)cc1
99	98	-2	104	99	-3	1	0	-2	100	101	Cc1cc(-n2cccn2)ccc1CN1CCN(C2CCCC2)C(CCO)C1 (stereo not given)
103	101	-11	107	102	-13	-5	-2	-5	102	102	Fc1ccc(CN2C3=NCCCN3c3ccccc32)cc1
?	?	-15	?	?	-7	-6	-6	-2	?	?	COc1cc(/C=N/NC(=O)c2ccncc2)ccc1OC(=O)c1ccccc1Cl
99	97	-8	99	97	-9	2	0	-10	98	96	Cc1ccc(Cn2nnnc2CN2CCC(O)(c3ccc(F)cc3)CC2)cc1
101	100	-7	104	99	-6	-7	-7	-6	105	98	O=C(COC(=O)c1cccs1)NCCC1=CCCCC1
98	95	-7	97	105	0	-3	0	-6	97	98	Cc1ccc(OCCc2csc(N)n2)cc1
99	99	-1	106	98	-1	-2	1	0	104	101	O=[N+]([O-])c1ccc(N2CCN(S(=O)(=O)c3ccccc3)CC2)cc1NCc1ccco1
98	98	-15	103	101	-6	-4	-3	-8	99	98	CCc1nnc(NC(=O)CSc2nc3c(cc2C#N)CCC3)s1
98	98	-17	100	99	-7	-6	-3	-6	99	97	Oc1ccc(-n2cnnn2)cc1
93	93	-4	93	98	-2	0	-1	-2	89	96	Cc1cccc(C2c3[nH]c4ccccc4c3CCN2C(=O)c2cc(-c3cccn3C)n[nH]2)n1 (stereo not given)
?	?	-8	?	?	-5	-2	-5	-5	?	?	CCCOc1ccc(N2C(=O)CC(N(CCc3ccc(OC)cc3)C(=O)/C=C/C(=O)O)C2=O)cc1 (stereo not given)
105	99	0	100	104	-1	0	0	0	105	103	CCN(CC)S(=O)(=O)c1cc(C(=O)O)ccc1Cl
100	95	-9	100	100	-5	0	3	0	98	97	CCOc1ccc(N2CC(=O)N(c3ccc(OCC)cc3)CC2=O)cc1
102	97	-11	104	105	-8	-5	-3	-6	101	101	CCN(CC)C(=O)C(=O)c1cn(CC(=O)N2CCc3ccccc3C2)c2ccccc12
99	97	-11	103	99	-4	-5	0	-9	97	98	FC(F)(F)c1nnc2ccc(N3CCOCC3)nn12
105	101	-2	104	102	-2	0	-2	-2	107	105	CSc1ccc(Cl)c(C(=O)NCCOc2ccccc2)c1

# Sorted by SMILES length (lowest first): part of the list above.
HRas wt GTP bind	Rac1 mut GTP	Bfl-1 Bim block	Rac1 wt modul	Rab7 wt GTP bind	Bcl-B Bim block	Bcl-XL Bim block	Bim-Bcl-W	Bim-Bcl-2	Cdc42 wt	Rab2A wt mod	Compound
98	98	-17	100	99	-7	-6	-3	-6	99	97	Oc1ccc(-n2cnnn2)cc1
99	97	-11	103	99	-4	-5	0	-9	97	98	FC(F)(F)c1nnc2ccc(N3CCOCC3)nn12
99	99	-1	106	98	-1	-2	1	0	104	101	O=[N+]([O-])c1ccc(N2CCN(S(=O)(=O)c3ccccc3)CC2)cc1NCc1ccco1

# Whole records as entered above. Order of screens: HRas wt GTP bind	Rac1 mut GTP	Bfl-1 Bim block	Rac1 wt modul	Rab7 wt GTP bind	Bcl-B Bim block	Bcl-XL Bim block	Bim-Bcl-W	Bim-Bcl-2	Cdc42 wt	Rab2A wt mod
# CCN(CC)C(=O)C(=O)c1cn(CC(=O)N2CCc3ccccc3C2)c2ccccc12 reads 102	97	-11	104	105	-8	-5	-3	-6	101	101
# O=[N+]([O-])c1ccc(N2CCN(S(=O)(=O)c3ccccc3)CC2)cc1NCc1ccco1 reads 99	99	-1	106	98	-1	-2	1	0	104	101
# CCN(CC)S(=O)(=O)c1cc(C(=O)O)ccc1Cl reads 105	99	0	100	104	-1	0	0	0	105	103
# Oc1ccc(-n2cnnn2)cc1 reads 98	98	-17	100	99	-7	-6	-3	-6	99	97
# CSc1ccc(Cl)c(C(=O)NCCOc2ccccc2)c1 reads 105	101	-2	104	102	-2	0	-2	-2	107	105

# Next part
HRas wt GTP bind	Rac1 mut GTP	Bfl-1 Bim block	Rac1 wt modul	Rab7 wt GTP bind	Bcl-B Bim block	Bcl-XL Bim block	Bim-Bcl-W	Bim-Bcl-2	Cdc42 wt	Rab2A wt mod	Compound
96	96	0	101	98	-6	-7	-6	-7	96	97	CCOC(=O)c1ccc(NC(=O)COC(=O)Cc2csc(-c3ccccc3)n2)cc1
100	98	-10	101	96	-5	-6	-1	-3	99	98	Cc1cc(O)c(/C=N/Nc2ccccc2)c(=O)o1
96	95	-3	95	93	-4	-1	-4	-6	97	95	CN(C(=O)COc1ncnc2sccc12)c1ccccc1
100	103	-5	103	100	-6	-8	-6	-6	107	101	Cc1cccc(OCc2ccc(C(=O)Nc3ccc(F)cc3)cc2)c1
99	97	-5	103	102	-7	-9	0	-7	104	99	CC(Oc1ccc(Cl)cc1)C(=O)Nc1ncccn1 (stereo not given)
100	102	0	105	98	-4	-5	-4	-6	101	101	CC(=O)Nc1ccc(S(=O)(=O)N2CCC(NC(C)=O)(c3cccc(F)c3)CC2)cc1
?	?	-2	?	?	-6	-15	-13	-3	?	?	COc1ccc(NC(=O)c2ccc3c(=O)n(-c4ccc(OC)cc4OC)c(=S)[nH]c3c2)c(OC)c1
96	96	3	100	95	11	-1	2	8	98	95	Oc1ccc(-c2n[nH]c(=S)n2-c2ccc3c(c2)OCCO3)c(O)c1
99	99	-4	102	99	-5	-2	-1	-1	101	99	CCN1C(=O)C(CC(=O)NCCc2ccccc2)N(NC(=O)c2cccnc2)C1=S (stereo not given)
97	97	20	98	98	16	26	17	9	98	97	Cc1ccc(NC2=C(Cl)C(=O)c3ccccc3C2=O)cc1
96	94	-3	97	100	-2	1	0	1	95	98	O=C(c1cnn(-c2ccccc2)c1-n1cccc1)N1CCN(C2CCCCC2)CC1
98	99	0	101	97	0	0	0	-1	101	99	Cn1c(SCC(=O)Nc2ccc3nc(SCC(=O)N4CCCC4)sc3c2)nnc1-c1ccc(N)cc1
101	100	-4	104	101	-8	-10	-8	-8	103	102	COc1ccc(-n2c(Cc3cccn3C)nnc2SCC(=O)Nc2ccccc2OC)cc1
99	100	-9	105	99	-8	-6	-6	-5	103	99	CCOC(=O)CN(Cc1sccc1C)C(=O)Nc1ccc(OC)cc1OC
100	100	-4	101	97	-4	-1	2	-4	101	97	Cc1ccc(C)c2[nH]c(=O)c(C(c3nnnn3CCc3ccccc3)N3CCOCC3)cc12 (stereo not given)
102	101	0	103	105	-3	-2	-3	2	100	101	COc1ccc(CCN(C)C(=O)c2ccc(S(=O)(=O)NCc3ccco3)cc2)cc1OC
97	96	-12	95	96	-3	-6	1	-5	95	97	O=C(CCCn1c(SCC(=O)c2ccccc2)nc2ccccc2c1=O)NCC1CCCO1 (stereo not given)
102	99	0	103	102	2	-2	-1	2	102	103	CCn1c(=O)cc(N2CCCCC2)[nH]c1=O
103	97	-17	109	107	-8	-4	0	-8	101	102	Cc1cc(C)nc(NC(=O)/C=C/c2cccs2)c1
100	99	-9	104	104	-9	-8	-7	-9	102	100	COc1cc(NC(=O)CN2CC(c3ccccc3)CC2=O)cc(OC)c1 (stereo not given)
96	95	-6	96	104	-2	-2	-4	-1	99	98	Cc1cc(=O)[nH]c(=O)n1Cc1ccccc1
103	99	-22	101	104	-8	-8	-2	-5	102	98	O=C(C1CCC1)N1CCC(c2nc3c(nnn3Cc3c(F)cccc3Cl)c(=O)[nH]2)CC1
96	97	9	101	94	-47	-2	-2	2	99	96	O=[N+]([O-])c1ccccc1/C=C/C=N/n1c(-c2ccccc2)n[nH]c1=S
97	94	-1	97	103	-4	0	0	0	96	98	COc1cccc(CNC(=O)CSc2ccc(-c3cccs3)nn2)c1

# Pulled by compound from the entries so far, 2 records:
HRas wt GTP bind	Rac1 mut GTP	Bfl-1 Bim block	Rac1 wt modul	Rab7 wt GTP bind	Bcl-B Bim block	Bcl-XL Bim block	Bim-Bcl-W	Bim-Bcl-2	Cdc42 wt	Rab2A wt mod	Compound
100	99	-9	104	104	-9	-8	-7	-9	102	100	COc1cc(NC(=O)CN2CC(c3ccccc3)CC2=O)cc(OC)c1 (stereo not given)
102	101	0	103	105	-3	-2	-3	2	100	101	COc1ccc(CCN(C)C(=O)c2ccc(S(=O)(=O)NCc3ccco3)cc2)cc1OC
